Assay outcomes (PubChem BioAssay)
M17LAP inhibition: P. falciparum M17LAP inhibitors, primary screen, biochemical, fluorogenic H-Leu-NHMec substrate, 1536-well (AID 1619); hit rate 0.38% among 220,000; recombinant M17LAP, H-Leu-NHMec fluorogenic kinetic assay; higher % means a stronger effect; inhibition, % at 30 µM; hits with a dose series show IC50 in µM;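 active = compound inhibiting the enzyme by more than half at any dose during confirmatory dose-response retesting; inconclusive = strong single-dose inhibitors picked by rank but not retested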;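 note: plate controls were full reaction with DMSO carrier for no effect and no enzyme background for full effect; strong numbers were not always called active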
NOD1 inhibition: NOD1 signaling inhibitors, primary screen, cell-based, luminescence, uHTS (AID 1578) | NOD1-driven NF-kB luciferase reporter cells, luminescence; higher % means a stronger effect | inhibition, % at 4 µM; hits with a dose series show EC50 in µM | hit rate 1% among 290,000; in the data active = inhibition mostly above about 36%, no sharp cut-off; inactive = mostly below about 34%;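 note: HEK-293T reporter cells stimulated with the NOD1 agonist gamma-tri-DAP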
AID2073: inhibitors of Mint1-CaV2.2 protein interaction, biochemical, HTRF (AID 2073). HTRF protein-protein interaction, Mint1-CaV2.2; higher % means a stronger effect. inhibition, % at 20 µM, or IC50 in µM where a hit was titrated. hit rate 0.19% among 290,000; in the data active = inhibition mostly above about 51%, no sharp cut-off; inconclusive = no clear call, values can overlap the other calls; inactive = mostly below about 53%; note: some results filed as inactive read as strong as hits
GPR55 beta-arrestin: GPR55 agonists via beta-arrestin recruitment, primary screen, imaging, U2OS cells, beta-arrestin-GFP redistribution (AID 1961) | U2OS GPR55 beta-arrestin-GFP redistribution imaging; higher % means a stronger effect | hit rate 0.048% among 290,000 | one-dose activation, % at 10 µM; EC50 in µM for titrated hits;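 active = activation above 40% with more than 50 cells counted in the well; inconclusive = wells holding fewer than 50 cells, flagged as toxic or sparse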;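 note: U2OS osteosarcoma cells stably expressing GPR55 and beta-arrestin-GFP; plate controls were DMSO negative control for no effect and LPI positive control for full effect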
P. falciparum M1AAP: P. falciparum M1AAP inhibitors, biochemical, fluorogenic H-Leu-NHMec substrate, 1536-well (AID 1445); recombinant M1AAP, H-Leu-NHMec fluorogenic kinetic assay; higher % means a stronger effect; one-dose inhibition, % at 30 µM; IC50 in µM for titrated hits; hit rate 0.42% among 220,000;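 active = primary inhibition above the hit cutoff, then over 50% inhibition at one or more dose response concentrations, cut at about 23% in these data, passing the limit was not always enough; inconclusive = conflicting primary data, or primary hits not chosen for dose response; inactive = low primary inhibition, or under 50% at every dose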;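 note: plate controls were DMSO full reaction for no effect and no enzyme background for full effect; strong numbers were not always called active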
KOR beta-arrestin-1: kappa opioid receptor blockers – cell-based, luminescence, uHTS (AID 1778) | hit rate 0.091% among 290,000 | KOR beta-arrestin recruitment, luminescence, antagonist mode; higher % means a stronger effect | inhibition, % at 10 µM; hits with a dose series show IC50 in µM; note: strong numbers were not always called active
NOD2 inhibition: NOD2 signaling inhibitors, cell-based, luminescence, uHTS, HEK293 (AID 1566). HEK293 NOD2/NF-kB luciferase reporter, luminescence; higher % means a stronger effect. inhibition, % at 4 µM, or EC50 in µM where a hit was titrated. hit rate 0.63% among 290,000; note: many of its hits are not listed in these tables
KOR beta-arrestin-2: kappa opioid receptor activators – cell-based, luminescence, uHTS, primary screen (AID 1777); KOR beta-arrestin recruitment, luminescence; higher % means a stronger effect; activation, % at 10 µM; hits with a dose series show EC50 in µM; hit rate 0.02% among 280,000; in the data active = activation above about 50%, passing the limit was not always enough; note: a part of the inactive calls stands beside numbers as strong as those of hits
Dynein transport: dynein cargo transport inhibition. z-score, hits read low. AID 1381. 3617.4 mouse cells, GR-EGFP nuclear translocation imaging; test concentration mostly 20 µM; stimulated with dexamethasone, 1 µM; active compounds read low. hit rate 0.47% among 220,000;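 active = plate z-score of nuclear minus cytoplasmic receptor signal below a set negative limit, without overly bright fluorescence or cell loss, cut at about -3.5 in these data, passing the limit was not always enough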;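 note: z-score of nuclear minus cytoplasmic ring GR-EGFP intensity difference per well; some compounds called inactive have numbers as strong as hits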
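Schedule: 48 h induction, then 1 h compound, then 30 min agonist, 37 °C. Buffer or medium: tetracycline-free induction medium containing charcoal-stripped FBS. Reagent: 1.0 µM final dexamethasone stimulus. Evaluation: nuclear versus cytoplasmic GR-EGFP signal, averaged per well. Signal: high-content fluorescence imaging after fixation.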
Dynein transport cytoplasmic EGFP: second read-out of Dynein transport, no call of its own (marks repeat the call); z-score; measured here: cytoplasmic GR-EGFP intensity; active compounds read high
Dynein transport nuclear GR-EGFP: further read-out of Dynein transport, marked with its call; z-score; measured here: nuclear GR-EGFP intensity;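 lower value marks the stronger effect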
Dynein transport cell count: also measured in Dynein transport; calls as there; z-score; measured here: cell count per field
Starred values were filed as active, the others as inactive; ? = inconclusive; nt = no result given; [ ] = dose if it differs, or a comment. Cut-off read from the data, not from the text of the source, unless noted: active = inhibition above about 50%; inactive = the rest.

Results follow in this order: M17LAP inhibition	NOD1 inhibition	AID2073	GPR55 beta-arrestin	P. falciparum M1AAP	KOR beta-arrestin-1	NOD2 inhibition	KOR beta-arrestin-2	Dynein transport	Dynein transport cytoplasmic EGFP	Dynein transport nuclear GR-EGFP	Dynein transport cell count
> C=CCNC(=O)c1ccc(OC)cc1
  4%	-11%	6%	0.2%	6%	11%	20%	-0.9%	-0.76	0.96	-0.081	0.03
> COc1cccc(-c2nc(-c3ccc(NC(=O)c4cccnc4)cc3)no2)c1
  8%	-75%	13%	-0.2%	0%	-4%	18%	-4.4%	0.069	-0.16	0.02	0.53
> CCCCC1C2=C(CC(C)(C)CC2=O)OC2=C1C(=O)CC(C)(C)C2
  -1%	-8%	0%	1.3%	7%	-6%	9%	2.2%	-0.3	-0.28	-0.32	1
> C/C(=N/Nc1ncc(C(F)(F)F)cc1Cl)c1ccncc1
  4%	-9%	-6%	-0.1%	7%	6%	-6%	2.0%	1.2	-0.18	0.54	-1.1
> O=C(Nc1ccc(Cl)c(Cl)c1)C1CC(=O)N(c2ccc(Br)cc2)C1 (stereo not drawn)
  8%	-20%	-11%	0.1%	-2%	-28%	-11%	-3.6%	-0.069	-0.24	-0.43	2.1
> Cc1ccc(NC(=O)CSc2nnc(-c3cnccn3)n2Cc2ccco2)cc1C
  17%	-25%	4%	-0.1%	2%	30%	6%	1.9%	0.19	0.29	0.91	0.71
> O=C(CSc1ccc(F)cc1)Nc1ccc(Br)cc1
  -2%	-42%	-2%	0.7%	1%	-8%	-71%	-5.7%	0.44	-0.24	0.34	-0.54
> COc1ccc(CNS(=O)(=O)c2cn(C)c(=O)n(C)c2=O)cc1
  nt	-10%	-6%	0.0%	nt	-10%	6%	5.0%	nt	nt	nt	nt
> O=C(CSCc1cc(=O)n2ccsc2n1)Nc1ccc(F)cc1
  nt	-22%	4%	0.0%	nt	-14%	-2%	-0.4%	nt	nt	nt	nt
> COc1ccccc1CNCC(=O)Nc1ccc(N(C)C)cc1
  nt	-6%	-3%	-0.1%	nt	-26%	-23%	3.2%	nt	nt	nt	nt
> COC(=O)Cc1ccc(NC(=S)Nc2cccc(C)n2)cc1
  9%	-50%	30%	0.3%	9%	-22%	-13%	1.4%	-0.84	-0.32	-0.33	0.73
> C[C@H](NC(=O)c1nc[nH]c1C(=O)NCc1ccccc1)C(=O)OCc1ccccc1
  nt	-11%	-2%	0.2%	nt	-37%[20 µM]	15%	2.6%	nt	nt	nt	nt
> CC(=O)c1sc(C(=O)O)c(-c2ccco2)c1-c1ccco1
  16%	1%	-30%	0.1%	5%	-16%	9%	0.1%	-1.2	-0.24	-0.62	0.73
> Cc1csc(=Nc2c(C)n(C)n(-c3ccccc3)c2=O)n1-c1ccccc1
  -3%	-28%	?	-0.5%	2%	12%	2%	-4.5%	0.21	0.023	0.43	0.24
> CCCOc1ccc(OCCNC2CCCC2)cc1
  12%	0%	-9%	-0.1%	-12%	-1%	7%	2.3%	0.98	-0.2	1.2	-0.96
> CCCn1c2ccccc2c2cnn(CC(=O)N3CCN(C4CCCCC4)CC3)c(=O)c21
  nt	-15%	7%	-0.2%	nt	-27%	20%	2.2%	nt	nt	nt	nt
> CCSc1ncc(Cl)c(C(=O)Nc2ccc(S(=O)(=O)Nc3onc(C)c3C)cc2)n1
  -24%	-18%	-1%	-0.1%	21%	49%	-2%	0.3%	2	-0.26	0.2	-0.51
> CCOC(=O)N1CCN(C(=O)CNC(=O)c2nn(-c3ccc(OC)c(Cl)c3)c(=O)c3ccccc23)CC1
  nt	-22%	12%	-0.2%	nt	-15%	-1%	-1.7%	nt	nt	nt	nt
> CCOc1ccccc1-n1nnnc1SCc1nc2ccccc2s1
  -2%	-7%	-12%	0.0%	4%	23%	-62%	-2.8%	0.77	0.66	0.37	-0.57
> O=C(O)CCc1ccc(-c2ccc(F)cc2)n1Cc1ccco1
  12%	-7%	15%	-0.1%	7%	-10%	12%	3.6%	-0.25	-0.22	0.12	0.69

Of the compounds above, these contain an aryl thioether with sulfur outside any ring.
Results follow in this order: M17LAP inhibition	NOD1 inhibition	AID2073	GPR55 beta-arrestin	P. falciparum M1AAP	KOR beta-arrestin-1	NOD2 inhibition	KOR beta-arrestin-2	Dynein transport	Dynein transport cytoplasmic EGFP	Dynein transport nuclear GR-EGFP	Dynein transport cell count
> Cc1ccc(NC(=O)CSc2nnc(-c3cnccn3)n2Cc2ccco2)cc1C
  17%	-25%	4%	-0.1%	2%	30%	6%	1.9%	0.19	0.29	0.91	0.71
> O=C(CSc1ccc(F)cc1)Nc1ccc(Br)cc1
  -2%	-42%	-2%	0.7%	1%	-8%	-71%	-5.7%	0.44	-0.24	0.34	-0.54
> CCSc1ncc(Cl)c(C(=O)Nc2ccc(S(=O)(=O)Nc3onc(C)c3C)cc2)n1
  -24%	-18%	-1%	-0.1%	21%	49%	-2%	0.3%	2	-0.26	0.2	-0.51
> CCOc1ccccc1-n1nnnc1SCc1nc2ccccc2s1
  -2%	-7%	-12%	0.0%	4%	23%	-62%	-2.8%	0.77	0.66	0.37	-0.57

Next section
Results follow in this order: M17LAP inhibition	NOD1 inhibition	AID2073	GPR55 beta-arrestin	P. falciparum M1AAP	KOR beta-arrestin-1	NOD2 inhibition	KOR beta-arrestin-2	Dynein transport	Dynein transport cytoplasmic EGFP	Dynein transport nuclear GR-EGFP	Dynein transport cell count
> O=c1c(-c2ccccc2)c(-c2ccccc2)oc2cc(O)cc(O)c12
  nt	20%	8%	-0.1%	nt	17%	9%	7.1%	nt	nt	nt	nt
> CN(C)CC(=O)N1CCc2ccccc2C1
  -4%	-33%	1%	0.0%	-10%	26%	-6%	-1.9%	1.5	1.4	1	-1.3
> CN(CCCNC(=O)Cn1cccc1C(=O)c1ccccc1)C1CCCCC1
  0%	-17%	-4%	-0.6%	2%	-12%	15%	-6.4%	-0.09	-0.28	0.054	0.26
> COc1ccc(N=Cc2c(O)cc(C)oc2=O)cc1
  7%	-26%	-5%	-0.3%	14%	-3%	4%	0.1%	-0.039	-0.27	-0.0029	-0.32
> FC(F)(F)c1cccc(-c2nc(COc3ccc(Cl)cc3Cl)no2)c1
  -7%	10%	4%	0.4%	5%	-8%	7%	2.3%	-1.1	-0.29	-0.72	0.57
> CC1(NC(=O)C2CCN(C(=O)Nc3ccccc3)CC2)CCS(=O)(=O)C1 (stereo not drawn)
  nt	-31%	11%	-0.1%	nt	25%	4%	-2.4%	nt	nt	nt	nt
> COc1cccc(CC(NC(C)=O)C(=O)NC2CCN(c3nc(C)cc(C)c3C#N)CC2)c1 (stereo not drawn)
  -3%	-2%	4%	0.0%	4%	5%	1%	-2.5%	-0.55	-0.21	-0.32	0.63
> Cc1nc2ccccc2c(=O)n1NC(=O)C1CC1
  4%	-2%	3%	-0.2%	7%	11%	4%	0.7%	-1.1	-0.082	-0.43	1.3
> Cc1ccccc1NC(=O)Cc1cccs1
  nt	-20%	0%	-0.3%	nt	-21%[20 µM]	2%	-4.5%	nt	nt	nt	nt
> CCCCOC(=O)Nc1nnc(CC(=O)NCc2ccccc2)s1
  nt	-3%	-3%	-0.2%	nt	-10%	-25%	-4.9%	nt	nt	nt	nt
> CCC(C)C(NC(=O)C1CCC(C)CC1)C(=O)NCCc1ccc(S(N)(=O)=O)cc1 (stereo not drawn)
  nt	-6%	9%	-0.1%	nt	21%	8%	-4.8%	nt	nt	nt	nt
> Cc1ccc(NC2=NC(c3ccccc3)n3c(nc(C)cc3=O)N2)c(C)c1 (stereo not drawn)
  0%	5%	-1%	0.8%	9%	-1%	11%	-1.1%	-1.1	-0.18	-1.3	0.3
> Cc1cc(C)n(Cc2ccc(C(=O)Nc3cccc(Br)c3)o2)n1
  -3%	-12%	7%	0.1%	13%	12%	-19%	1.2%	-0.44	-0.33	-0.48	1
> CCN(CC)CCCNc1nc(C)cc(COC)c1C#N
  -16%	-22%	14%	0.2%	9%	-14%	-1%	2.7%	-0.14	-0.12	0.62	0.29
> CCOC(=O)c1c(C)[nH]c(C)c1C(=O)CSc1nc2ccccc2n1CCC#N
  0%	-19%	-16%	-0.3%	4%	13%	11%	-5.1%	0.79	-0.23	0.85	-0.25
> COC(=O)CSc1nnnn1-c1cccc2ccccc12
  5%	2%	5%	-0.2%	-3%	-3%	8%	-3.3%	-0.92	0.082	-0.56	0.55
> Cc1ccc2c(c1)cc(CN(Cc1cccs1)C(=O)c1ccco1)c1nnnn12
  -2%	-24%	-8%	-0.1%	2%	27%	12%	2.8%	0.06	-0.26	0.55	-0.92
> O=C1OCC/C1=C\OCCCO/C=C1\CCOC1=O
  1%	6%	17%	-0.1%	-3%	0%	12%	2.0%	0.024	-0.19	0.44	0.5
> N=c1sccn1CC(=O)Nc1cccc(S(N)(=O)=O)c1
  -1%	1%	13%	0.9%	6%	-20%	-9%	2.0%	0.28	-0.0043	0.24	0.066
> COC(=O)c1ccc(C)c(NS(=O)(=O)c2ccc3c(c2)OCCO3)c1
  8%	-28%	1%	-0.5%	10%	-238%	-8%	1.4%	-0.46	-0.18	-0.87	-0.045
> Cc1cccc2nc(CSc3ccccc3C(=O)O)cn12
  32%	1%	8%	-0.2%	2%	-9%	13%	-2.9%	0.7	-0.15	0.33	-0.71
> Cc1ccc(NC(=O)CCNS(=O)(=O)c2ccc3c(c2)oc(=O)n3C)cc1C
  3%	-17%	-8%	-0.1%	4%	52%	13%	1.0%	-0.39	-0.19	0.08	0.33
> COc1ccc(Cl)cc1NC(=O)C/C(C)=N/NC(=O)C(=O)NCc1ccccc1
  nt	-4%	3%	0.0%	nt	21%	-20%	-4.6%	nt	nt	nt	nt
> CC(C)(C)NC(=O)CN1C(=O)NC(c2ccccc2)(c2ccccc2)C1=O
  nt	2%	9%	0.1%	nt	-10%	-7%	-1.4%	nt	nt	nt	nt
> CCCCN(C(=O)c1cc2ccccc2o1)c1c(N)n(CCC)c(=O)[nH]c1=O
  -1%	-6%	-1%	-0.1%	1%	19%	9%	-3.7%	-0.81	-0.26	-0.58	1.7

Not all compounds are listed. The share of hits here may be higher or lower than overall.
